# HDAC3 inh: HDAC3 deacetylase inhibitors, primary screen, biochemical, fluorescence, cell-free homogeneous; AID 2718, 2010; actives 0.15% (n = 320,000); inhibition, % at 8.3 µM; Histone deacetylase 3 (Homo sapiens), O15379; recombinant HDAC3, fluorogenic peptide/trypsin coupled; in the data active = inhibition above about 26%, passing the limit was not always enough
# Dyrk1A ADPGlo: rat Dyrk1A kinase inhibitors, primary screen, biochemical, single point, plate reader; Dual specificity tyrosine-phosphorylation-regulated kinase 1A (Rattus norvegicus), Q63470; ADP-Glo luminescence, NFATc1 peptide; inhibition, % at 12.5 µM; AID 504441, 2011; actives 0.43% (n = 310,000); in the data active = inhibition above about 50%;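 note: plate controls were vehicle with enzyme for no effect and no enzyme for full effect; many of its hits are not listed in these tables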
# ANO1 activ: TMEM16A chloride channel activators or potentiators, primary screen, cell-based, HTS. Anoctamin-1 (Mus musculus), Q8BHY3. B-score at 10 µM. actives 0.3% (n = 340,000). HEK293 TMEM16A/YFP-H148Q/I152L, iodide quench fluorescence; hits give low values. AID 623877, 2012;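 active = fluorescence-ratio B-score plate-corrected deviation score at least 3 library SD below zero, with starting fluorescence score within 5 deviations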;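 note: channel opened by trigger with iodide after compound preincubation; score built on the fluorescence ratio of max minus min over baseline; more negative score means more quench and so TMEM16A activation or potentiation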
# TRPC4 act: activators of mouse TRPC4 channel, primary screen, Fluo4 calcium, HEK293 TRPC4beta/mu-opioid cells | Short transient receptor potential channel 4 (Mus musculus), Q9QUQ5 | B-score at 10 µM | AID 2237, 2010 | Fluo4 calcium fluorescence; hits give high values | actives 0.49% (n = 310,000);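 active = B-score above 5 SD of library B-scores, and initial fluorescence ratio not above library mean plus 5 SD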;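 note: positive B-score marks a calcium rise read as TRPC4 activation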
#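 Assay system – TRPC4beta and mu-opioid receptor HEK293 stable cells · Measured by – Fluo4 fluorescence, kinetic · Schedule – dye loading 45 min room temperature, 110 s kinetic read · Read-out – B-scored integrated calcium fluorescence ratio · Controls – buffer and maximal DAMGO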
# ANO1 block: TMEM16A chloride channel inhibitors, primary screen, cell-based, HTS. AID 588511, 2011. actives 1.2% (n = 310,000). normalized B-score (activity score, 25-100; higher = stronger inhibition) at 10 µM. Anoctamin-1 (Mus musculus), Q8BHY3. HEK293 TMEM16A/YFP iodide influx fluorescence, ionomycin;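 active = ratio plate-corrected score three or more library SD toward inhibition, starting fluorescence score within five deviations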;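 note: score derived from kinetic fluorescence span divided by baseline fluorescence per well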
# KCNQ1 act: potentiators or activators of KCNQ1 channel, primary screen, cell-based, thallium flux, high-throughput | actives 0.35% (n = 310,000) | CHO-K1 KCNQ1, thallium flux FluxOR fluorescence; hits give high values | AID 2648, 2010 | B-score at 10 µM;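 active = fluorescence ratio B-score, a plate-corrected score, at least three library SD, with initial intensity B-score within 5 SD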
# Target sequence (P51787 whole entry, looked up): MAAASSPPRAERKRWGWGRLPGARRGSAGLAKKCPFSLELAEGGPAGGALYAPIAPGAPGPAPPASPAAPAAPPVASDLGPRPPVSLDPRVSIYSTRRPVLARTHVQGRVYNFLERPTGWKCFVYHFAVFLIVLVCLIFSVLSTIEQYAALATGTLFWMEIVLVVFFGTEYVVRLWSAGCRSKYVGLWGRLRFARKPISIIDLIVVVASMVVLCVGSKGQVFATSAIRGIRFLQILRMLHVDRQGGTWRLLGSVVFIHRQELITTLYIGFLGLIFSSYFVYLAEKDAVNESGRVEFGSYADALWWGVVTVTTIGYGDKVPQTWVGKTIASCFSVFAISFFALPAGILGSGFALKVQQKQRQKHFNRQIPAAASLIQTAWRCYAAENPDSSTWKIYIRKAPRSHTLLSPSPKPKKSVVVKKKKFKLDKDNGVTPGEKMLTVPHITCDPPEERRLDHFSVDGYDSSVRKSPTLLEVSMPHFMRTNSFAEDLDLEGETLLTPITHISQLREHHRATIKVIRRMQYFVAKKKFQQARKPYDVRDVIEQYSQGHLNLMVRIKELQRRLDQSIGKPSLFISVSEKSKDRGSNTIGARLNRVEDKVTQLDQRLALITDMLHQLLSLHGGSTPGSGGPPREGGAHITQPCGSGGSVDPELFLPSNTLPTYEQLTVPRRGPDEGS
#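 Schedule – 37 °C overnight plating, 90-min dark dye load, 20-min compound pretreatment · System – stable KCNQ1 CHO-K1 line · Probe or stimulus – thallium- and potassium-containing depolarizing buffer · Measured by – kinetic FluxOR fluorescence, 10 s baseline plus 110 s post-stimulus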
# TRPC4 PAM: positive allosteric modulators of TRPC4, primary screen, cell-based, mouse TRPC4beta, HEK293 mu-opioid, Fluo-4 calcium; Short transient receptor potential channel 4 (Mus musculus), Q9QUQ5; DAMGO EC20, Fluo-4 Ca2+ flux; hits give high values; B-score at 10 µM; actives 0.42% (n = 310,000); AID 2227, 2009;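 active = B-score of calcium response area above 5 SD of library B-scores, with initial fluorescence ratio within 5 SD of library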;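 note: B-score of integrated fluorescence ratio over time as area under calcium response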
# hERG rescue: hERG rescue from dofetilide block, primary screen, cell-based, CHO-hERG, FluxOR thallium flux, dofetilide IC70; activation (rescue from dofetilide block), less the hit threshold, % at 10 µM; AID 1511, 2009; dofetilide IC70 present; Voltage-gated inwardly rectifying potassium channel KCNH2 (Homo sapiens), Q12809; actives 0.51% (n = 310,000);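 active = activation above the mean of controls blocked by dofetilide plus 5 SD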;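 note: thallium influx through hERG after potassium depolarization seen as dye fluorescence rise; in these data hits start at about 4.7%; inactives centre near -7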
# KCNK3 block: human KCNK3 channel inhibitors, primary screen, CHO cells, FluxOR thallium flux, B-score. actives 0.84% (n = 340,000). B-score at 10 µM. FluxOR fluorescence; hits give low values. Potassium channel subfamily K member 3 (Homo sapiens), O14649;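 active = B-score under library mean minus 4 SD, starting fluorescence ratio at most library mean plus 5 SD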;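 note: more negative B-score means stronger inhibition of thallium flux through KCNK3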
# KCNQ1 inh: inhibitors of human KCNQ1 channel, primary screen, cell-based, thallium flux, high-throughput; CHO-K1 KCNQ1, FluxOR thallium flux fluorescence; hits give high values; B-score at 10 µM; actives 1.3% (n = 310,000);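 active = compounds whose thallium flux B-score, printed positive for inhibition, exceeds three library SD while starting fluorescence stays within three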;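 note: channel opened by potassium depolarization with thallium stimulus after 20 min compound exposure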
# KCNK9 block: KCNK9 potassium channel inhibitors, primary screen, HEK293 cells, thallium flux | B-score at 10 µM | FluxOR thallium flux fluorescence; hits give low values | actives 1.2% (n = 310,000) | Potassium channel subfamily K member 9 (Homo sapiens), Q9NPC2;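 active = ratio B-score over 3 SD below the library mean, with starting fluorescence within 5 SD of its mean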;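 note: negative B-score means less thallium flux so channel inhibition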
# Target sequence (Q9NPC2 whole entry, looked up): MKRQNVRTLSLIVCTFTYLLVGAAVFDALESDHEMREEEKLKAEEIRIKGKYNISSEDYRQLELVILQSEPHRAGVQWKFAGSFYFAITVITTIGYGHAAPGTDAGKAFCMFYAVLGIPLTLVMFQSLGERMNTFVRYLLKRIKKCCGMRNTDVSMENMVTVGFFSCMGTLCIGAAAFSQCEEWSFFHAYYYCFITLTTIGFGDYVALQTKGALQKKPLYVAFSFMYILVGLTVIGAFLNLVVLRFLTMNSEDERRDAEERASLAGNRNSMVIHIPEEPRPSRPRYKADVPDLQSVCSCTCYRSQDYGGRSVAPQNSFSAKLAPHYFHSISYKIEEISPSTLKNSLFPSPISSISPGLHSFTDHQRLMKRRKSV
# Numbers without * were called inactive; i = inactive; · = not tested or not shown. An excerpt; the hit share may differ from the screen's.
SMILES,KCNK9 block,ANO1 activ,ANO1 block,KCNQ1 inh,hERG rescue,HDAC3 inh,KCNK3 block,TRPC4 act,TRPC4 PAM,KCNQ1 act,Dyrk1A ADPGlo
CC(=O)Nc1ccc(S(=O)(=O)Nc2ncccn2)cc1,i,i,i,i,1,-5,i,i,i,i,7
COCCn1nnnc1C(c1cccs1)N1CCN2CCCC2C1 (configuration not stated),i,i,i,i,-5,16,i,i,i,i,1
Cc1[nH]c(=O)[nH]c(=O)c1NS(=O)(=O)c1ccc2c(c1)CCCC2,i,i,i,i,-3,3,i,i,i,i,8
COc1ccc2[nH]c3c(c2c1)CN(C)CC3,i,i,i,i,-11,2,i,i,i,i,1
Cc1nn(CC(=O)N2CCN(C)CC2)c(=O)c2c1sc1ccccc12,i,i,i,i,-6,5,i,i,i,i,-3
CCc1ccccc1NC(=O)CSC1=C(C#N)C(c2ccc(O)c(OC)c2)C2=C(CCCC2=O)N1 (configuration not stated),i,i,i,i,-14,5,i,i,i,i,-5
Cc1cc(OC(C)C(=O)N(Cc2ccco2)C2CCS(=O)(=O)C2)ccc1Cl (configuration not stated),i,i,i,i,-9,·,i,i,i,i,-1
Cc1ccc2c(CC(=O)NNC(=O)c3ccccc3)coc2c1,i,i,i,i,-3,-2,i,i,i,i,-2
C=CCCC(=O)N(C)CCO,i,i,i,i,3,-1,i,i,i,i,-1
O=C(CCN1C(=O)c2ccc(Br)cc2C1=O)NC1CCCCC1,i,i,i,i,-5,-3,i,i,i,i,-12
Cc1cc(C)c2c(CN3CCN(Cc4ccc5c(c4)OCO5)CC3)cc(=O)oc2c1C,i,i,i,i,-14,-2,i,i,i,i,-1
CSc1nc(C)cc(OCNC(=O)c2cccs2)n1,i,i,i,i,-7,-3,i,i,i,i,-3
Cn1nc(C(=O)NCc2cccc(Cl)c2)c2c1-c1ccccc1S(=O)(=O)C2,i,i,i,i,-2,1,i,i,i,i,-5
Cc1cccc(NC(=O)C2CC(=O)N(c3ccccc3)C2)c1C (configuration not stated),i,i,i,i,-7,4,i,i,i,i,11
CSc1nc(-c2ccc(Cl)cc2)c(C#N)c(=O)[nH]1,i,i,i,i,-2,5,i,i,i,i,-49
COc1ccc(Cn2ccnc2SCC(=O)Nc2ccccc2)cc1,i,i,i,i,-10,4,i,i,i,i,·
CCc1[nH]c(=S)c(C#N)c(-c2ccccc2)c1C(=O)OC,i,i,i,i,-7,3,i,i,i,i,-1
C=CCN(c1ccc(C(=O)NC(C)C)cc1)S(C)(=O)=O,i,i,i,i,-4,·,i,i,i,i,-8
COC(=O)c1cccc(NC(=O)c2cnoc2C)c1,i,i,i,i,-16,1,i,i,i,i,6
O=C1CC(N(Cc2ccc3c(c2)OCO3)C(=O)Nc2ccc(F)cc2)C(=O)N1c1ccccc1 (configuration not stated),i,i,i,i,-10,4,i,i,i,i,4
O=C(CSc1nnc(-c2cccnc2)n1-c1ccc(F)cc1)NCc1ccc2c(c1)OCO2,i,i,i,i,-6,-6,i,i,i,i,-7
Clc1cc(Br)ccc1NCc1cccnc1,i,i,i,i,-17,1,i,i,i,i,-2
O=C(O)c1ccc(CN2CCCCC2)o1,i,i,i,i,5.1*,3,i,i,i,i,-2
OC1(c2ccccc2F)CCN(Cc2nnnn2CCc2ccccc2)CC1,i,i,i,i,-11,-1,i,i,i,i,26
CCC(C)[C@H](NC(=O)NC1CCCc2ccccc21)C(=O)OC (some centres not stated),i,i,i,i,-10,-1,i,i,i,i,·
C/C(=N\NC(=O)c1cc(C2CC2)nc2ccccc12)c1ccc(O)cc1O,i,i,i,i,-18,12,i,i,i,i,1
COc1cc(C(=O)NCC(=O)Nc2ccc(F)c(F)c2)ccc1OCC(=O)N1CCOCC1,i,i,i,i,-5,-8,i,i,i,i,2
COC(=O)Nc1ccc(Cc2ccncc2)cc1,i,i,i,i,1,-6,i,i,i,i,5
COc1cc(SC)ccc1C(=O)Nc1nc(C)cs1,i,i,i,i,-10,5,i,i,i,i,8
O=C(O)c1ccc(OCC2CCCO2)cc1 (configuration not stated),i,i,i,i,1,-5,i,i,i,i,-5
Cc1cc(C)n(-c2nc(Nc3ccccc3C)nc(-n3nc(C)cc3C)n2)n1,i,·,i,i,-18,8,·,i,i,i,·
c1ccc2c(c1)nc(NCc1ccc3c(c1)OCO3)n2CCN1CCOCC1,i,i,i,i,-7,6,i,i,i,i,5
CC1CCCC(NC(=O)COC(=O)CCc2ccccc2)C1C (configuration not stated),i,i,i,i,-2,-6,i,i,i,i,·
Cc1ccc(-c2cc(C(=O)N/N=C/c3c(C)nn(C)c3C)c3ccccc3n2)c(C)c1,i,i,i,i,-11,-1,i,i,i,i,2
CCc1cc(C(=O)NNC(=S)Nc2ccccc2C)cs1,i,i,i,i,-16,0,i,i,i,i,-1
CSCC[C@H](NC(=O)Cc1c(C)c2c(cc(C)c3c(C)coc32)oc1=O)C(=O)O,i,i,i,i,-2,-33,i,i,i,i,-5
COc1cccc(OC)c1C(=O)N1CCN(c2c(Cc3ccccc3)c(C)nc3ncnn23)CC1,i,i,i,i,-13,9,i,i,i,i,0
CC(=NCCc1ccccc1)C1=C(O)CSC1=O,i,i,i,i,-6,0,i,i,i,i,-1
CS(=O)(=O)N(CC(=O)NCc1ccccc1Cl)c1cccc([N+](=O)[O-])c1,i,i,i,i,-5,-2,i,i,i,i,4
Cc1cnc(C(=O)OCC(=O)N2c3ccccc3NC(=O)C2(C)C)cn1,i,i,i,i,-13,-1,i,i,i,i,-5
COc1ccc(CC(=O)N2CCCC2)c(OC)c1,i,i,i,i,-8,-4,i,i,i,i,-4
CCN(CC)c1ccc(NC(=O)CCNC(=O)c2ccco2)cc1,i,i,i,i,-7,-3,i,i,i,i,-2
CCC(C(=O)Nc1cccnc1Cl)c1ccccc1 (configuration not stated),i,i,i,i,-2,6,i,i,i,i,-5
C=CCN1C(=O)CSc2ccc(C(=O)NC3CCCCC3)cc21,i,i,i,i,-3,2,i,i,i,i,2
O=[N+]([O-])c1ccc2c(c1)ncn2-c1ccccc1,i,i,i,i,-6,1,i,i,i,i,5
Nc1nnc(CCc2ccccc2)s1,i,i,i,i,-10,-4,i,i,i,i,2
O=C(NC1CC1)C1CCN(C(=O)c2ccccc2Cl)CC1,i,i,i,i,0,1,i,i,i,i,-7
Cc1ccccc1OCCC(=O)OCC(=O)Nc1ccc2[nH]c(=O)[nH]c2c1,i,i,i,i,-18,-7,i,i,i,i,21
Cc1nc(-c2ccc(S(=O)(=O)Nc3cccc(S(N)(=O)=O)c3)s2)cs1,i,i,i,i,-1,7,i,i,i,i,7
COc1ccccc1Nc1nnc(SCC(=O)Nc2cc(C)on2)s1,i,i,i,i,-7,-3,i,i,i,i,3

# Remaining list, next part:
SMILES,KCNK9 block,ANO1 activ,ANO1 block,KCNQ1 inh,hERG rescue,HDAC3 inh,KCNK3 block,TRPC4 act,TRPC4 PAM,KCNQ1 act,Dyrk1A ADPGlo
NS(=O)(=O)c1ccc(N=Nc2c(O)c(C(=O)O)cc3ccccc23)cc1,i,i,i,i,-4,5,i,i,i,i,54*
Cc1ccc(C(=O)C(C)OC(=O)CCN2C(=O)C3C4C=CC(C5CC45)C3C2=O)cc1 (configuration not stated),i,i,i,i,-10,11,i,i,i,i,4
Cc1ccccc1NC(=O)CN1CCN(C)CC1,i,i,i,i,-3,-5,i,i,i,i,1
N#Cc1cnc(Sc2ccccc2)nc1,i,i,i,i,-12,-5,i,i,i,i,·
C=CCn1c(C)cc(C(=O)CSc2nc3ccccc3[nH]2)c1C,i,i,25*,i,-29,5,i,i,i,i,7
Cc1nccn1-c1ccc(C=O)cc1,i,i,i,i,-4,-10,i,i,i,i,-2
COC(=O)[C@@H]1C[C@@]2(O)[C@@H](O)[C@@H](O)[C@@H](O)C[C@H]2N1Cc1ccc(-c2ccccc2)cc1,i,i,i,i,-4,-2,i,i,i,i,4
O=C(c1cc2cc(Br)ccc2oc1=O)N1CCN(c2ccccn2)CC1,i,i,i,i,-11,-10,i,i,i,i,1
O=C(COC(=O)c1ccc([N+](=O)[O-])s1)Nc1ccc(Cl)cn1,i,i,i,i,-4,4,i,i,i,i,-66
O=Cc1ccccc1OCCOc1ccccc1C=O,i,i,i,i,-2,2,i,i,i,i,-3
CCN(CC)c1nc(-c2cccc(OC)c2O)nc2ccccc12,i,i,i,i,-4,14,i,i,i,i,5
CCc1noc(C)c1C(=O)Nc1ccc(F)c(F)c1F,i,i,i,i,-17,1,i,i,i,i,2
CCS(=O)(=O)c1nc(S(=O)(=O)c2ccc(C)cc2)c(N2CCC(C)CC2)s1,i,i,i,i,-3,1,i,i,i,i,-1
CCOC(=O)N1CCC(NC(=O)c2ccc3nc(N4CCOCC4)sc3c2)CC1,i,i,·,i,-6,·,i,i,i,i,5
COC(=O)c1nnn(CC(=O)NC(=O)Nc2ccccc2)c1C(=O)OC,i,i,i,i,-9,3,i,i,i,i,-4
O=C(CCN1C(=O)c2cccc3cccc(c23)C1=O)N1CCOCC1,i,i,i,i,-7,-4,i,i,i,i,·
O=C(CN1CCN(c2ccc([N+](=O)[O-])cc2)CC1)Nc1ccccn1,i,i,i,i,-14,-3,i,i,i,i,-5

# Source: PubChem BioAssay
